Bioassay records as filed in PubChem.
Pf growth 96h = Primary qHTS for delayed death inhibitors of the malarial parasite plastid, 96 hour incubation; P. falciparum luciferase reporter growth, 96 h; hit rate 6.9% among 320,000; Potency, µM (highest dose often 28.7 µM), inactives show top-dose activity change, negative = inhibition, most hits filed as inhibitors; note: potency is the fitted concentration of half-maximal effect; % is set by controls: 0 for no effect and ±100 for the full control effect
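Delayed-death screen, second-generation endpoint: infected erythrocytes, 2% hematocrit, 0.05% parasitemia final; 96 hours at 37 C, 5% CO2; luciferase detection reagent; luminescence decrease equals reduced growth.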
LmPK inh = qHTS Assay for Inhibitors of Leishmania Mexicana Pyruvate Kinase (LmPK); Q27686; purified LmPK, Kinase-Glo ATP luminescence, 1 h; Potency, µM (top dose mostly 57.5 µM), for the others: at the top dose activity change, negative = inhibition, most hits filed as inhibitors; hit rate 0.37% among 290,000; AID 1721, 2009; note: potency is the fitted concentration of half-maximal effect; % is set by controls: 0 for no effect and ±100 for the full control effect
Target sequence (Q27686 whole entry, looked up): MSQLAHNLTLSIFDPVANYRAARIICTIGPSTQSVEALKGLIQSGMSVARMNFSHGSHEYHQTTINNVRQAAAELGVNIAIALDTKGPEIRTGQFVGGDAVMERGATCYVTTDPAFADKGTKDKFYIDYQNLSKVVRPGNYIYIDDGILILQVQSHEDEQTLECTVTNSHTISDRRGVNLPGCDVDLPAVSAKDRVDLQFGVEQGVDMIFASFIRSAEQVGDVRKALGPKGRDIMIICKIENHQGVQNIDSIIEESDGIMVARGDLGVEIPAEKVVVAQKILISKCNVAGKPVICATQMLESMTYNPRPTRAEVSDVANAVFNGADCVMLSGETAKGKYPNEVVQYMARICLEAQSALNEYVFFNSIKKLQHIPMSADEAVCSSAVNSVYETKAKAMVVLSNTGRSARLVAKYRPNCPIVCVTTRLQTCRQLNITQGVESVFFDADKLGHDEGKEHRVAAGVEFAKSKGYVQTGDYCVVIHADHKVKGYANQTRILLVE
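ATP generated from ADP (0.1 mM) and PEP (0.5 mM) by 0.1 nM LmPK over 1 h at room temperature (pH 7.2 imidazole buffer) was detected by coupled luciferase luminescence. Values were normalized to uninhibited and no-enzyme wells.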
CHX counter = Cycloheximide Counterscreen for Small Molecule Inhibitors of Shiga Toxin; cell reporter, cycloheximide protein synthesis inhibition counterscreen; max response, %; hit rate 12% among 300,000; in the data active = max response mostly above about 13%, no sharp cut-off; inactive = mostly below about 14%; note: read at 38.3 µM for the half of the compounds with a filed dose; 0% is about no effect
Shiga inhibitor = A qHTS for Small Molecule Inhibitors of Shiga Toxin. hit rate 9.2% among 290,000. inhibition, % at 38.7 µM. Vero cells, Shiga toxin protein synthesis inhibition reporter. AID 2315, 2010; in the data active = inhibition mostly above about 28%, no sharp cut-off; inactive = mostly below about 43%; note: 0% is about no effect
Pf growth 48h = Primary qHTS for delayed death inhibitors of the malarial parasite plastid, 48 hour incubation | P. falciparum luciferase growth in erythrocytes, 48 h | Potency, µM (titrated, usually from 28.7 µM), for inactives: at the highest dose activity change, negative = inhibition, usual class: inhibitors | hit rate 5.9% among 310,000 | AID 504832, 2011; note: potency is the fitted concentration of half-maximal effect; % is set by controls: 0 for no effect and ±100 for the full control effect
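First compound was added to culture medium, then infected red cells at 0.1% parasitemia and 2% hematocrit (final). After incubation at 37 C under 5% CO2, luciferase detection reagent was dispensed and light output recorded.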
AmpC inh no detg = qHTS Inhibitors of AmpC Beta-Lactamase (assay without detergent) | AmpC nitrocefin hydrolysis, absorbance 480 nm, 0.0001% Triton | Potency, µM (highest dose often 57.1 µM), inactives show top-dose activity change, negative = inhibition, hits mostly inhibitors | hit rate 0.52% among 330,000;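 note: potency is the fitted concentration of half-maximal effect; plate controls were no compound for no effect and no enzyme for full effect; nearly all actives have a fitted effect of over 20% in size; some results filed as inactive show a strong effect at the top dose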
Target sequence (P00811 whole entry, looked up): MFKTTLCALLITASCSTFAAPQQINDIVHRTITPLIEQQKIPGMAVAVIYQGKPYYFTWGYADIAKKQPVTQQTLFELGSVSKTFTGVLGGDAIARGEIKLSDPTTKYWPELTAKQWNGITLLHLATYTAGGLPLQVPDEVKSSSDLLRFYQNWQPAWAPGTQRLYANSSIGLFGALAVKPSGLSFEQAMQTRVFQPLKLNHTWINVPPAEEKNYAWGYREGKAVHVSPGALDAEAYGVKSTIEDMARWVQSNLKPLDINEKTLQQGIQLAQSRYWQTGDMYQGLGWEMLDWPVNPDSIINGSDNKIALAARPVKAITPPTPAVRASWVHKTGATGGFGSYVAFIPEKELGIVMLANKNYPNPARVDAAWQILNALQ
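AmpC (5.3 nM in the dispensed reagent) in 20 mM phosphate pH 7.0 with 0.01% (detergent screen) or 0.0001% Triton X-100 was preincubated with compounds for 15 min at room temperature. Nitrocefin was then added from an 800 uM solution, and hydrolysis was followed at 480 nm.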
Tb PYK inh = qHTS of Trypanosoma Brucei Inhibitors; pyruvate kinase (Trypanosoma brucei), Q57TT1; Potency, µM (titrated, usually from 76.8 µM), for the others: at the top dose activity, negative = inhibition, usual class: inhibitors; hit rate 0.12% among 410,000; AID 624173, 2012; TbPYK enzyme, Kinase-Glo Plus ATP luminescence, 45 min; note: potency is the fitted concentration of half-maximal effect; % is set by controls: 0 for no effect and ±100 for the full control effect; nearly all actives have a fitted effect of over 50% in size
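Screened from lowest to highest concentration, compounds were pinned into TbPYK/substrate mixtures, and ADP (130 uM final) was added. Plates sat at room temperature for 45 min prior to Kinase-Glo Plus detection by luminescence.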
Active calls of the source: *; ? = inconclusive; . = no result given; & = joins results of further samples; [ ] = another dose, or the depositor's remark. Unless noted, calls come from the whole dose curve; as a rule, active = well fitted curve in the direction sought with a large enough effect; inconclusive = small, poorly fitted or top-dose-only effect, or another doubt; inactive = no such curve, though single readings can be large; an effect the other way counts as inactive or inconclusive. Random draw from the library; any-hit rate near 22%.

SMILES	Pf growth 96h	LmPK inh	CHX counter	Shiga inhibitor	Pf growth 48h	AmpC inh no detg	Tb PYK inh
Cc1ccc(C(=O)NCC(=O)Nc2ccccc2C(F)(F)F)cc1	?	5%	1	-11	10%	-17%	14%
O=C(O)C(Cc1ccccc1)Nc1ccc([N+](=O)[O-])cc1[N+](=O)[O-] (stereo not drawn)	6.6µM*	7%	20*	32	?	-28%	-10%
CCc1ccc(NC(=O)CSc2nnc(-c3cccs3)n2CC)cc1	0%	6%	-2	-10	.	-5%	-3%
CC1CCCN(C(=O)CSCC(=O)N=c2sc3ccccc3n2C)C1 (stereo not drawn)	42%[activator]	-3%	14	23	.	11%	-10%
CCNC(=O)c1ccccc1-c1nc(-c2ccccc2Cl)no1	?	-1%	15	20	2%	-1%	-24%
Cn1nnnc1SCc1cn2cccnc2n1	?	-5%	9	11	12%	-19%	-4%
N#CCC(=O)NCCCOC(=O)Nc1ccc(Cl)c(Cl)c1	-2%	-4%	-5	-6	7%	-7%	-6%
COc1ccc(-n2c(SCC(=O)O)nnc2-c2ccc(NC(=O)c3ccccc3)cc2)cc1	18%	0%	-4	19	5.2µM*	-29%	2%
Cc1ccccc1-n1c(C)nnc1SCC(=O)N1CCc2ccccc2C1	?	-2%	-2	-5	-10%	54%	5%
CCN1CCN(c2cc(C)c3cc(NC(=S)N4CCN(c5ccccc5F)CC4)ccc3n2)CC1	?	0%	-7	-31	?	29%	-3%

Part of the list above, with bars between the fields.
Compound | Pf growth 96h | LmPK inh | CHX counter | Shiga inhibitor | Pf growth 48h | AmpC inh no detg | Tb PYK inh
O=C(O)C(Cc1ccccc1)Nc1ccc([N+](=O)[O-])cc1[N+](=O)[O-] (stereo not drawn) | 6.6µM* | 7% | 20* | 32 | ? | -28% | -10%
CCc1ccc(NC(=O)CSc2nnc(-c3cccs3)n2CC)cc1 | 0% | 6% | -2 | -10 | . | -5% | -3%

Going on with the list.
SMILES	Pf growth 96h	LmPK inh	CHX counter	Shiga inhibitor	Pf growth 48h	AmpC inh no detg	Tb PYK inh
Cc1ccc(C(=O)N/C(=C\c2ccc(-c3ccccc3[N+](=O)[O-])o2)C(=O)NCCCN2CCOCC2)cc1	2.9µM*	0%	11	26	1.9µM*	214%[activator]	-2%
Cc1c(C(=O)O)cccc1-c1ccc(/C=N/Nc2ccc(Br)cc2)o1	204%[activator]	8%	106*	140*	159%[activator]	?	-13%
CCOc1ccc(NC(=O)c2ccc(N)cc2)cc1	94%[activator]	-22%	12*	25*	129%[activator]	-18%	2%
O=C(COc1ccccc1[N+](=O)[O-])NCc1cccnc1	37%[activator]	-5%	-2	3	20%	-12%	-9%
COc1ccc(CNC(=O)C2COc3ccccc3O2)c(OC)c1 (stereo not drawn)	-1%	2%	31*	103*	-6%	-5%	-2%
Cn1c(SCc2nc3ccccc3[nH]2)nnc1-c1cccs1	-2%	0%	5	-8	?	-21%	4%
O=C(O)c1ccc(/C=N/NC(=O)c2cc3c(ccc4ccccc43)o2)cc1	?	-4%	-7	-10	-1%	-31%	-10%
CCC1Oc2ccccc2N(CC(=O)NC2CC2)C1=O (stereo not drawn)	21%	3%	-6	-14	9%	0%	1%
Cc1c(Cl)cnc(NC(=O)COC(=O)Cc2coc3ccc4ccccc4c23)c1Cl	32%[activator]	-1%	-2	-3	20%	-42%	2%
CCCCn1c(N)c(N(CCOC)C(=O)c2ccc(Cl)c(S(=O)(=O)N3CCCCC3)c2)c(=O)[nH]c1=O	?	.	.	.	?	-15%	0%
CCCN1C(=O)/C(=C/c2c(N3CCNC(=O)C3CC(=O)OCC)nc3c(C)cccn3c2=O)SC1=S (stereo not drawn)	?	1%	-2	-5	?	76%[activator]	0%
Cc1ccccc1OCC(=O)N1CCN(C(=O)COc2ccccc2C)CC1	17%	-3%	2	1	2%	92%[activator]	1%
C[C@H](NC(=O)c1ccccc1)C(=O)OCC(=O)c1c[nH]c2ccccc12	22%	.	.	.	9%	-13%	-2%
CCOc1ccc(NC(=O)CCS(=O)(=O)c2ccc3c(c2)CCCN3C(C)=O)cc1	87%[activator]	2%	-1	31	?	22%	-3%
O=C(Cn1cnc([N+](=O)[O-])c1)NCCc1ccccc1	?	-5%	1	-7	12%	-22%	-5%
O=C(CSc1ccc(-c2nc3ccccc3[nH]2)cn1)Nc1ccc(S(=O)(=O)NC2CC2)cc1	-20%	-1%	11	-3	0%	-6%	-19%
O=C(CSc1nc(-c2cccs2)cc(C(F)(F)F)n1)NCc1ccco1	99%[activator]	5%	1	4	-22%	.	2%
COc1cccc(/C=C/C(=C2/C(=O)N(c3ccccc3)N=C2C)c2ccc(C)cc2)c1OC	7%	-5%	3	-8	12%	-50%	-7%
Cc1nc(CSc2nnc(Nc3cccc(C)c3C)s2)cs1	7.4µM*	-2%	0	11	?	-3%	7%
CC(=O)N1CCSc2ccc(S(=O)(=O)Nc3cccc(C)c3)cc21	?	-1%	1	-5	-9%	-9%	-15%

An excerpt from above in order of molar mass, low to high:
SMILES	Pf growth 96h	LmPK inh	CHX counter	Shiga inhibitor	Pf growth 48h	AmpC inh no detg	Tb PYK inh
CCOc1ccc(NC(=O)c2ccc(N)cc2)cc1	94%[activator]	-22%	12*	25*	129%[activator]	-18%	2%
O=C(Cn1cnc([N+](=O)[O-])c1)NCCc1ccccc1	?	-5%	1	-7	12%	-22%	-5%
O=C(COc1ccccc1[N+](=O)[O-])NCc1cccnc1	37%[activator]	-5%	-2	3	20%	-12%	-9%
Cn1c(SCc2nc3ccccc3[nH]2)nnc1-c1cccs1	-2%	0%	5	-8	?	-21%	4%
COc1ccc(CNC(=O)C2COc3ccccc3O2)c(OC)c1 (stereo not drawn)	-1%	2%	31*	103*	-6%	-5%	-2%
Cc1nc(CSc2nnc(Nc3cccc(C)c3C)s2)cs1	7.4µM*	-2%	0	11	?	-3%	7%
C[C@H](NC(=O)c1ccccc1)C(=O)OCC(=O)c1c[nH]c2ccccc12	22%	.	.	.	9%	-13%	-2%
O=C(O)c1ccc(/C=N/NC(=O)c2cc3c(ccc4ccccc43)o2)cc1	?	-4%	-7	-10	-1%	-31%	-10%
CC(=O)N1CCSc2ccc(S(=O)(=O)Nc3cccc(C)c3)cc21	?	-1%	1	-5	-9%	-9%	-15%
Cc1ccccc1OCC(=O)N1CCN(C(=O)COc2ccccc2C)CC1	17%	-3%	2	1	2%	92%[activator]	1%
O=C(CSc1nc(-c2cccs2)cc(C(F)(F)F)n1)NCc1ccco1	99%[activator]	5%	1	4	-22%	.	2%
CCOc1ccc(NC(=O)CCS(=O)(=O)c2ccc3c(c2)CCCN3C(C)=O)cc1	87%[activator]	2%	-1	31	?	22%	-3%
Cc1c(Cl)cnc(NC(=O)COC(=O)Cc2coc3ccc4ccccc4c23)c1Cl	32%[activator]	-1%	-2	-3	20%	-42%	2%
O=C(CSc1ccc(-c2nc3ccccc3[nH]2)cn1)Nc1ccc(S(=O)(=O)NC2CC2)cc1	-20%	-1%	11	-3	0%	-6%	-19%
CCCN1C(=O)/C(=C/c2c(N3CCNC(=O)C3CC(=O)OCC)nc3c(C)cccn3c2=O)SC1=S (stereo not drawn)	?	1%	-2	-5	?	76%[activator]	0%
CCCCn1c(N)c(N(CCOC)C(=O)c2ccc(Cl)c(S(=O)(=O)N3CCCCC3)c2)c(=O)[nH]c1=O	?	.	.	.	?	-15%	0%

Next results:
SMILES	Pf growth 96h	LmPK inh	CHX counter	Shiga inhibitor	Pf growth 48h	AmpC inh no detg	Tb PYK inh
Cc1ccccc1C(=O)Oc1ccc(Br)cc1C(=S)N1CCCC1	-25%	-1%	13	-19	6%	-45%	-6%
CCOc1ccc(NC(=O)C/C(C)=N/NC(=O)c2cnccn2)cc1	-7%	-11%	22*	32*	1%	15%	3%
COc1cc(C(=O)NC(C)c2ccc3ccccc3c2)cc(Cl)c1O (stereo not drawn)	?	-2%	1	-1	1%	-29%	-8%
O=C(NC1CCCCCC1)c1ccc(N2CCCC2=O)cc1	201%[activator]	?	21	74*	168%[activator]	-6%	-4%
Cc1c(Cl)cnc(NC(=O)CSc2n[nH]c(N)n2)c1Cl	-11%	.	.	.	2%	-20%	0%
COc1ccc(NC(=O)c2oc3ccc(S(=O)(=O)N4CCOCC4)cc3c2C)cc1	-61%	-1%	5	10	?	68%[activator]	-1%&-2%
Cc1c(NS(=O)(=O)c2ccc3nc(COc4ccccc4Cl)[nH]c3c2)c(=O)n(-c2ccccc2)n1C	?	-1%	12	-1	?	-40%	-7%
CCCc1ccc(OCc2nc(-c3ccc(NC(=O)c4cccs4)cc3)no2)cc1	?	-12%	80*	176*	1.9µM*	-24%	1%
CC(C)CC(=O)Nc1ccc(C(=O)NNC(=O)C(c2ccccc2)c2ccccc2)cc1	.	2%	9	-5	-8%	-46%	3%
CCc1nc(SCC(=O)NNC(=O)c2ccc(C)cc2)c2ccccc2n1	16%	12%	-3	-2	-18%	-15%	4%
COc1ccc(Cl)cc1NC(=O)c1cnccn1	?	-4%	13*	20	13%	0%	3%
COc1cc([N+](=O)[O-])cc(/C=N/NC(=O)c2cc(C)nc3ccccc23)c1O	15%	5%	-2	18	7%	-47%	8%
Nc1nnc(SCC(=O)OCC(=O)Nc2ccc(Br)cc2)s1	-7%	0%	-1	-14	12%	-17%	3%
COc1ccc(/C=C/C(=O)OC(C)CN2CCCCC2)cc1 (stereo not drawn)	-18%	-10%	0	-16	72%[activator]	-19%	-20%
CCOC(=O)C1CCCN(C(=O)C2CC(=O)N(c3ccc(C)cc3)C2)C1 (stereo not drawn)	.	3%	-1	-15	-18%	-6%	3%
Cc1ccc(NC(=O)c2ccccc2)cc1C	29%	.	.	.	?	-41%	-3%
CCN(CC)C(=O)CSc1nnc(NC(=O)CCc2ccccc2)s1	11%	-1%	-5	-7	?	-9%	31%[activator]
CC(=O)NCCC(=O)N1CCCC(N2CCN(c3cccc(Cl)c3)CC2)C1 (stereo not drawn)	?	-7%	11	14	19%	2%	-2%
CSc1ccc(/C=N\NC(=O)COc2ccc(Cl)cc2Br)cc1	34%[activator]	8%	11	60	5%	20%	-9%
Cc1cc(C)nc(Nc2ccccc2F)n1	13%	-3%	11	13	13%	-12%	3%
Nc1nnnn1/N=C/c1ccc(Cl)cc1	4%	-1%	-5	2	-1%[0.00184 µM]	-11%	-13%
O=C(Nc1ccc(CN2CCCCC2)cc1)c1cccc(Br)c1	?	13%	21*	42*	?	-20%	-3%
